# INS-1E GSIS act – primary screen for activators of insulin secretion dependent on glucose, INS-1E cells, GLuc reporter luminescence; 370,000 tested, 0.61% active; INS-1E GLuc reporter insulin secretion, 2-3 h; activation, % at 16.6 µM;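 active = lowest replicate activation of at least 40%, so every replicate reaches that level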;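 note: 0% = median of neutral control wells and 100% = median of IBMX positive control wells; some compounds called inactive have numbers as strong as hits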
# PGC1a acetyl inh – PGC1a acetylation modulation, inhibitor mode; U2OS PGC1a acetylation, AlphaScreen anti-acetyl-lysine; with virally co-expressed GCN5 acetyltransferase; inhibition, % at 15.6 µM; 350,000 tested, 0.17% active;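 active = every replicate shows inhibition of at least 40%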;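 note: 0% = neutral control wells and 100% = positive control wells; some results beyond the cut were filed as inactive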
# F508del corr – correctors of CFTR F508del function in bronchial epithelial cells; activity (quench increase), % at 7.58 µM; 350,000 tested, 0.36% active; AID 720511; CFBE cells, YFP halide quenching; stimulated with forskolin plus potentiator P3; % fluorescence drop versus neutral controls;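 active = mean added fluorescence quench of at least 8% versus neutral control, with both replicates also reaching 8%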;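 note: cells transiently co-express mutant CFTR-F508del with the halide-sensitive YFP; corrector assay measuring rescue of mutant channel to the surface after 24 h compound exposure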
# PglD DTNB – blocks C. jejuni PglD acetyltransferase activity. purified PglD enzyme, DTNB colorimetric CoA detection. inhibition, % at 12.5 µM. 360,000 tested, 0.098% active; in the data active = inhibition above about 16%, passing the limit was not always enough; note: strong numbers were not always called active
# miR122 inh – inhibitors of miR-122 in Huh7 cells | Huh7 miR-122 Renilla luciferase sensor, 48 h; neutral wells = 0, positive control = 100 | AID 602342 | 340,000 tested, 0.3% active | activation (reporter increase), % at 12.5 µM;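 active = mean replicate activation score at least 90 and every replicate individually at or above 90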;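 note: higher luciferase means less miR-122 activity so hits act as miR-122 inhibitors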
# Cneo AK release – Cryptococcus neoformans lysis via adenylate kinase release; 360,000 tested, 0.2% active; lysis activity, % at 15 µM; C. neoformans lysis, adenylate kinase release luminescence, 4 h; normalised: neutral wells 0, clomiphene wells 100; AID 651654;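 active = mean lysis activity across replicates of at least 80%, whatever share of replicates individually reach that level; inactive = mean lysis activity below 80%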
#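 read-out = cell lysis signal | test system = log-phase Cryptococcus neoformans yeast cells | input = cells at 5 × 10^6 per mL | medium = fresh YPD growth medium | signal = luminescent adenylate kinase detection reagent | timing = 4 h at 37 °C static, read 1 h later | dosing = single dose | controls = Clomiphene as positive lysis control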
# C2C12 statin – suppressors of simvastatin-induced myotoxicity in C2C12 myotubes | ATP luminescence, 48 h; scaled: DMSO 0, geranylgeraniol control 100 | rescue of ATP level, % at 7.49 µM | 330,000 tested, 0.78% active;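 active = mean ATP rescue above about 67%, or every replicate alone reaching that limit, limit read from the data, passing the limit was not always enough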;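 note: myotubes were challenged with 10 µM simvastatin during compound exposure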
# FN deposit inh – fibronectin deposition inhibition. AH1F fibroblasts, Alexa488-fibronectin deposition fluorescence, overnight. 350,000 tested, 0.086% active. inhibition, % at 12.6 µM;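 active = mean inhibition across replicates of 30% or more, regardless of how many single replicates reach that level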;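 note: positive control wells lacked labelled fibronectin entirely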
#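 Material: AH1F fibroblast monolayer depositing Alexa488-labelled fibronectin into matrix / Amount: 10000 AH1F cells per well / Signal: fluorescence 485/525 nm / Medium: DMEM, 2% serum / Compound: single dose, pinned / Incubation: 1 h cell adhesion before compound, then overnight fibronectin incubation / Reagent: Alexa488-FN, 24 nM final / Read-out: inhibition of fibronectin deposition signal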
# An asterisk follows results filed as active; x = no result given; & = joins results of further samples; [ ] = another dose, or the depositor's remark.
SMILES,INS-1E GSIS act,PGC1a acetyl inh,F508del corr,PglD DTNB,miR122 inh,Cneo AK release,C2C12 statin,FN deposit inh
COCCCNC(=O)C(=O)NCCCOC(C)C,x,14,x,-1,1,7,3,-9
CC(=O)Nc1ccc(S(=O)(=O)N2CCN(Cc3cccs3)CC2)cc1,-30,2,1.6,x,5,x,-7,-6
O=C(N/N=C/c1c(F)cccc1Cl)c1ccc(Cn2cc(Br)cn2)o1,-19,-1,x,-8,-4,-1,1,1
CCOC(=O)c1c(NC(=O)C2COc3ccccc3O2)sc(C(C)=O)c1C (stereo unspecified),3,-5,2.8,3,0,1,2,x
O=C(Cn1cc([N+](=O)[O-])cn1)NCCc1c[nH]c2ccccc12,-9,-5,1.6,x,3,x,-6,-2
CCCNC(=O)N1C[C@H](O)COC[C@@H]2O[C@@H](CC(=O)N[C@@H]3CCN(Cc4ccccc4)C3)CC[C@H]21,-6,4,-0.8,1,-5[16.7 µM],-2,4,-1
O=C(c1ccccc1)c1ccccc1C(=O)N1CCOCC1,-46,9,0.6,x,-4,x,-14,x
Cc1ccccc1NC(=O)CSc1nnc(-c2ccco2)c(-c2ccco2)n1,x,4,x,-9,-1,0,-2,x
CCN1C2=C(C(=O)CCC2)C(c2ccc(O)c(Br)c2)C2=C1CCCC2=O,x,13,x,-3,15,0,-3,1
CCCCn1c(N)c(N(CCOC)C(=O)COC(=O)c2cc(CC)c(C)s2)c(=O)[nH]c1=O,3,x,-1.7,5,-1,-2,3,-3
C[C@@H]1CCCCO[C@@H](CN(C)Cc2ccc(C(F)(F)F)cc2)[C@H](C)CN([C@@H](C)CO)C(=O)c2cc(NC(=O)NC3CCCCC3)ccc2O1,-20,-11,-1.5,2,-8[16.7 µM],4,x,x
COc1ccc(-n2ncc(S(=O)(=O)c3ccccc3)c2-c2ccc(Cl)cc2)cc1,x,-47,x,-6,-6,1,-13,0
Cn1ccc(C(=O)N/N=C/c2ccncc2)n1,27,x,-1.9,0,x,-1,0,7
Cc1cc(C)cc(NS(=O)(=O)c2ccc3[nH]cc(C(=O)NCc4ccco4)c(=O)c3c2)c1,x,5,x,7,48,-12,x,x
O=C(O)COCC(=O)N1CCCN(c2nccc(C(F)(F)F)n2)CC1,x,5,x,0,-5,2,10,x
COc1cc(OC)cc(-c2sc3ccc(OC)cc3c2C#CCCO)c1,2,x,2.1,3,x,-1,7,7
O=c1[nH]c(SCc2ccccc2)nc2c1cnn2-c1ccc(F)cc1,x,16,3.4,7,-6,-7,7,-15
CO[C@H]1CN(C)C(=O)c2cc(NC(=O)Nc3cccc(Cl)c3)ccc2OC[C@H](C)N(C(=O)Nc2c(C)noc2C)C[C@H]1C,-10,-9,-4.0,x,-7[16.7 µM],x,-7,0
COc1nc(Oc2ccc(C(=O)OCC(N)=O)cc2)nc(N(C)C)n1,x,21,x,4,1,2,2,x
C[C@@H]1CN([C@@H](C)CO)C(=O)c2cc(C#CC(C)(C)O)cnc2O[C@@H]1CN(C)C(=O)CN(C)C,-18,-2,-3.4,-1,-4[16.7 µM],2,-6,x
COc1ccc(S(=O)(=O)Nc2ccc3c(c2)C(=O)N(C)C[C@H](OC)[C@@H](C)CN[C@H](C)CO3)cc1,4,5,-3.0,-1,x,-46,5,7
CC1=C(C(=O)Nc2ccccc2)C(c2ccco2)C(C#N)=C(SCC(N)=O)N1 (stereo unspecified),-1,2,0.1,-1,-1,1,-6,x
C[C@H](CO)N1C[C@H](C)[C@@H](CN(C)CC2CCCCC2)Oc2ccc(NS(=O)(=O)c3ccc(F)cc3)cc2C1=O,-10,x,-0.4,-2,3[16.7 µM],-9,-2,x
CCOc1cc2c(cc1OCC)CN(CC(=O)Nc1ccccc1C(=O)NC1CC1)CC2,3,-10,2.7,-4,-4,0,11,5
CC(C)NC(=O)N[C@H]1C=C[C@H](CC(=O)O)O[C@@H]1CO,10,7,-1.7,-1,x,6,-16,8

# Of the compounds above, these have fluorine:
SMILES,INS-1E GSIS act,PGC1a acetyl inh,F508del corr,PglD DTNB,miR122 inh,Cneo AK release,C2C12 statin,FN deposit inh
O=C(N/N=C/c1c(F)cccc1Cl)c1ccc(Cn2cc(Br)cn2)o1,-19,-1,x,-8,-4,-1,1,1
C[C@@H]1CCCCO[C@@H](CN(C)Cc2ccc(C(F)(F)F)cc2)[C@H](C)CN([C@@H](C)CO)C(=O)c2cc(NC(=O)NC3CCCCC3)ccc2O1,-20,-11,-1.5,2,-8[16.7 µM],4,x,x
O=C(O)COCC(=O)N1CCCN(c2nccc(C(F)(F)F)n2)CC1,x,5,x,0,-5,2,10,x
O=c1[nH]c(SCc2ccccc2)nc2c1cnn2-c1ccc(F)cc1,x,16,3.4,7,-6,-7,7,-15
C[C@H](CO)N1C[C@H](C)[C@@H](CN(C)CC2CCCCC2)Oc2ccc(NS(=O)(=O)c3ccc(F)cc3)cc2C1=O,-10,x,-0.4,-2,3[16.7 µM],-9,-2,x

# Next part
SMILES,INS-1E GSIS act,PGC1a acetyl inh,F508del corr,PglD DTNB,miR122 inh,Cneo AK release,C2C12 statin,FN deposit inh
CC(=O)N1CCN(S(=O)(=O)c2cccc(C(=O)OCC(=O)N(CCC#N)c3ccc(F)cc3)c2)CC1,x,-8,-2.6,2,-6,-3,6,6
O=C(Nc1ccc(NS(=O)(=O)c2ccccc2)c(Cl)c1)c1ccccc1,-6,-17,-0.6,5,-2,0,2,-3
COC(=O)c1cc(S(=O)(=O)N2CCN(c3ccc(OC)cc3)CC2)cn1C,-3,-1,0.7,-1,4,1,-7,9
CCN1[C@H](C(=O)Nc2ccccc2)[C@@H](CO)[C@@H]2Cn3c(ccc(-c4ccccc4)c3=O)[C@@H]21,-5,x,0.7,0,-4[16.7 µM],1,20,x
O=C(C[C@@H]1C=C[C@@H](NC(=O)C2CCC2)[C@H](CO)O1)NCCCN1CCOCC1,-4,-10,0.3,-4,4[16.7 µM],-4,5,7
CCOc1ccccc1NC(=O)CSc1nnc(-c2ccco2)n1Cc1ccco1,x,x,x,-6,-13,-2,1,-4
Cc1oc(-c2ccc(Cl)cc2)nc1CN1CCC(C(=O)NCc2cccnc2)CC1,x,4,x,-1,-1,2,-13,x
CCC(Sc1nc2ccccc2o1)C(=O)Nc1nnc(C)s1 (stereo unspecified),7,9,x,0,-2,0,7,x
O=C(c1cc(COc2ccc3ncccc3c2)on1)N1CCCC(O)C1 (stereo unspecified),-15,-4,1.5,-3,-6,3,-7,x
O=c1c(OCc2ccccc2)cccn1Cc1ccccc1,-3,x,-5.4,0,x,-3,x,-5
CC(/C=C/c1ccccc1)=N/NC(=O)CNC(=O)c1ccccc1F,4,4,1.9,x,x,x,x,-2
C=CC[C@]12C[C@@H](OC)C(=O)C=C1O[C@@H](c1ccc(OC)c(OC)c1)[C@H]2C,4,4,6.0,-1,-6,-3,-1,x
O=c1[nH]c(C2CCN(S(=O)(=O)c3ccc4c(c3)OCCO4)CC2)nc2c1nnn2Cc1ccc(F)cc1,5,x,-0.1,4,x,-1,17,-1
CC(C(=O)N1CCCCC1)n1sc2ccccc2c1=O (stereo unspecified),x,3,x,4,5,-6,1,x
C[C@H](CO)N1C[C@H](C)[C@@H](CN(C)C(=O)Nc2ccc(F)cc2)Oc2ccc(NS(=O)(=O)c3cn(C)cn3)cc2CC1=O,2,-1,-2.7,0,-1[16.7 µM],2,-9,-8
COc1cccc(Oc2c(C)oc3c(CN4CCCCC4)c(O)ccc3c2=O)c1,-7,-1,0.1,3,-3,-4,1,1
CSCC(=O)NCC1(N(C)Cc2ccccc2)Cc2ccccc2C1,-7,0,0.3,5,-6,-1,2,-3
CCCCNC(=S)NNc1c(Cl)cc(Cl)cc1Cl,-6,0,-0.2,23*,19,2,7,8
CCC(=O)N(C)C[C@@H]1Oc2ncc(C#C[C@@H](C)O)cc2C(=O)N([C@H](C)CO)C[C@@H]1C,12,1,-2.6,6,-1[16.7 µM],0,15,x
Cc1ccsc1C(=O)Nc1nccs1,25,x,-0.1,4,1,-1,-25,3
O=C(O)CC/C(=N/Nc1ccc([N+](=O)[O-])cc1)C(=O)O,27,3,1.7,x,x,x,x,2
CCOC(=O)C1(CCCc2ccccc2)CCN(C(=O)C(C)n2cncn2)CC1 (stereo unspecified),-2,x,x,3,x,3,x,-1
O=C(CSc1nc(-c2ccccc2)cs1)NC(=O)NCc1ccco1,x,-10,x,6,-4,-4,-48,x
COc1cccc(OC)c1C(=O)Nc1ccc(N2CCN(S(C)(=O)=O)CC2)cc1,x,10,x,0,-2,2,1,-7
N=c1c2c(-c3ccccc3)c(-c3ccccc3)oc2ncn1Cc1ccco1,x,-2,x,-3,2,8,-8,-1
# Next part
SMILES,INS-1E GSIS act,PGC1a acetyl inh,F508del corr,PglD DTNB,miR122 inh,Cneo AK release,C2C12 statin,FN deposit inh
COCOCCn1cc(CN2CCS(=O)(=O)N(Cc3ccc(-c4ccccc4)cc3)C(C(C)C)C2=O)nn1 (stereo unspecified),-26,x,1.5,-2,-2,-1,-5,-8
O=C(CSc1ncccc1-c1nc2ccccc2[nH]1)NC1CC1,x,4,x,-2,5,3,41,x
CO[C@H]1CN(C)C(=O)c2cc(NS(C)(=O)=O)ccc2OC[C@H](C)N(C(=O)C2CC2)C[C@@H]1C,-3,16,-3.0,-2,x,2,0,5
Cc1cc(O)c(NC(=O)c2cccc([N+](=O)[O-])c2)cc1C,23,-1,-2.9,0,30,2,0,5
CN1CCN(C(=O)C[C@@H]2C[C@H]3c4cc(NC(=O)NC5CCCCC5)ccc4O[C@H]3[C@H](CO)O2)CC1,-8,-9,0.4,2,5[16.7 µM],6,-3,10
CC(=O)N[C@H]1C=C[C@@H](CC(=O)NCc2ccc(Cl)cc2)O[C@H]1CO,-11,0,3.4,-4,x,-4,-1,x
O=C(CN1CCOCC1)N1CCN(c2nnc(-c3ccccc3)c3ccccc23)CC1,x,0,x,7,-3,1,115*,x
CCOc1ccc(NCc2nnc(SCc3ccccc3Cl)n2-c2ccccc2)cc1,x,x,x,-8,2,-2,7,-9
C#CCO[C@@H]1C[C@H](n2ccc(NC(=O)c3ccccc3)nc2=O)O[C@@H]1CO,x,3,3.3,4,-3,0,5,-7
CC(=O)N1CCc2cc(Br)cc(S(=O)(=O)NCCCN3CCCC(C)C3)c21 (stereo unspecified),x,3,x,4,6,-3,-10,8
COc1ccccc1Cc1noc(COc2cccc(C)c2C)n1,x,-3,x,-2,5,3,7,-2
C=CCn1ncc(OC)c(Cl)c1=O,22,8,-2.7,x,-6,x,x,x
C[C@H](CO)N1C[C@H](C)[C@H](CN(C)Cc2ccc(C(=O)O)cc2)Oc2ccc(NC(=O)Nc3ccc4c(c3)OCO4)cc2C1=O,14,2,0.1,6,-8[16.7 µM],-1,-42,x
CC(C)CCN1CCC(C)(NC(=O)c2ccccc2)C1=O (stereo unspecified),20,0,0.3,-1,-3,0,-13,2
CCc1nc2ccc(C(=O)Nc3cc(-c4ccccc4)ccc3OC)cn2c1N(C)C(=O)c1cccc(OC)c1,2,15,0.2,2,-10,2,13,2
COC(=O)C[C@H]1CC[C@@H]2[C@H](COC[C@H](O)CN2S(=O)(=O)c2ccc(F)cc2)O1,9,-1,-4.9,-1,5[16.7 µM],41,-5,-7
C[C@H](CO)N1C[C@H](C)[C@@H](CN(C)C(=O)c2ccccc2)Oc2cc(C#C[C@@H](C)O)ccc2S1(=O)=O,-9&-10,-11,3.3&-2.2&-1.2,-5&3&7,8,-1&-2&-1,-4&-6&-6,-4&4
COc1ccc(-c2[nH]c3ccccc3c2SCCN)cc1,57*,-27,-1.8,-3,-3,-1,9,3
O=C(NCc1c(Cl)cccc1Cl)c1ccc2nnsc2c1,-16,-1,-0.2,0,2,-2,x,-3

# From PubChem BioAssay
